High-throughput results deposited in PubChem BioAssay by NCI.
NCI-60 one-dose screen, 48 h, at 10 µM unless noted. Numbers give growth in % (100 = growth as untreated, 0 = no growth, -100 = all killed).
SF-539 = SF-539 CNS cancer; actives 6.8% (n = 81,000)
PC-3 = PC-3 prostate cancer cells | actives 3.9% (n = 80,000)
UO-31 = UO-31 renal cancer. actives 5.2% (n = 81,000). AID 1794768
U251 = U251 CNS tumor cells; actives 5.4% (n = 80,000); AID 1794753
DU-145 = DU-145 prostate cancer. actives 4.2% (n = 81,000)
SF-295 = SF-295 CNS cancer cells. actives 5.6% (n = 79,000)
786-0 = 786-0 renal cancer cells. actives 5.1% (n = 81,000). AID 1794775
TK-10 = TK-10 renal cancer cells; actives 3.9% (n = 81,000); AID 1794769
SN12C = SN12C renal cancer cells | actives 3.8% (n = 81,000)
* hit, by the source's call; / = no result given; & = joins results of further samples. Rule for the calls: active = growth percent below 10; inactive = the rest.

The line under a structure holds: SF-539	PC-3	UO-31	U251	DU-145	SF-295	786-0	TK-10	SN12C
(1) c1ccc(-c2c(-c3ccccc3)[n+](Cc3ccc4ccccc4c3)c(-c3cccc4ccccc34)n2Cc2ccc3ccccc3c2)cc1
  -83*	-61*	-94*	-95*	-51*	-86*	-68*	-78*	-82*
(2) C/C(=N\NC(N)=S)c1ccc(Nc2nc(SCCC(C)C)nc(-c3ccc(F)cc3)c2C#N)cc1
  101	110	90	112	110	98	106	102	104
(3) CC(C)(O)CN(C(=O)C(c1ccccc1)c1ccccc1)C1CCCCC1
  102	80	112	99	115	88	107	115	99
(4) O=C(CN1C(=O)/C(=C/c2ccccc2Cl)SC1=S)N1CCOCC1
  92	102	66	93	78	107	80	112	78
(5) CCCC1CCNCC1
  107	99	93	102	113	111	106	106	108
(6) CCCCCOC(=S)S
  104	91	96	92	106	101	103	96	105
(7) Nc1c(C(=O)O)[nH]c(=O)[nH]c1=O
  103	94	94	92	110	100	104	103	98
(8) CCOC(=O)CCn1cnc(N)n1
  103	88	78	98	103	103	116	96	111
(9) COc1ccc(/C=N\NC(=O)C[N+](C)(C)C)cc1OC
  103	99	73	108	120	104	108	102	95
(10) CC(=O)[C@H]1CC[C@H]2[C@@H]3CC=C4c5sc(N)nc5CC[C@]4(C)[C@H]3CC[C@]12C
  53	77	93	70	94	35	70	101	92
(11) CN(C)c1ccc(C(c2ccccc2)c2ccc(N(C)C)cc2)cc1
  112	91	62	78	101	/	97	122	93
(12) c1ccc(-c2oc(-c3ccccc3)c(CN3CCCCC3)c2CN2CCCCC2)cc1
  47	20	19	25	58	37	39	42	31
(13) Cc1nnsc1C(=O)Nc1ncnc2nc[nH]c12
  111	98	89	100	109	97	101	94	98
(14) Cc1nn2c(CCC(=O)c3nc4ccc([N+](=O)[O-])cc4[nH]3)nnc2s1
  99	106	90	104	105	100	101	81	115
(15) CCOC(=O)/C(=C/c1ccc(Cl)cc1)N(CC)CC
  111	92	89	90	108	105	103	101	97
(16) C/C(=N/NC(N)=S)c1sc(Nc2ccc(O)cc2)nc1C
  104	104	114	105	109	108	105	113	92
(17) N#C/C(=C\c1ccc(-c2ccc(Cl)cc2Cl)o1)C(=O)Nc1ncc(Cc2ccc(Cl)cc2)s1
  98	96	86	107	115	106	101	117	97
(18) COc1cc(C)cc2oc3oc(=O)c(-c4csc(-c5cc6ccccc6oc5=O)n4)cc3c(=O)c12
  99	104	89	110	113	/	106	121	102
(19) Cc1ccc(F)c(C(=O)c2ccccc2C(=O)O)c1
  99	103	94	102	103	101	103	103	97
(20) CC(=O)n1c(N)nc2ccccc21
  89	94	100	103	99	107	/	98	110
(21) OC1CC2c3ccccc3C1c1cccc[n+]12 (stereo not drawn)
  103	87	79	107	124	105	102	98	100
(22) Nc1nc2[nH]c(=O)c(=O)[nH]c2c(=O)[nH]1
  104	97	86	97	112	100	97	110	105
(23) CCOC(=O)/C(C)=N\Nc1ccc(Cl)cc1
  103	88	87	87	107	101	100	99	96
(24) Nc1nc(-c2ccc(Br)cc2)nn1-c1nc2ccccc2s1
  93	98	67	102	107	104	100	146	92
(25) COc1ccc(C2SCC(=O)N2c2nnc(Cn3cnnc3)o2)cc1 (stereo not drawn)
  100	94	82	96	113	113	103	132	94
(26) C=C(C)[C@@H]1CC[C@]2(C(=O)OCCOCCOCC[P+](c3ccccc3)(c3ccccc3)c3ccccc3)CC[C@]3(C)[C@H](CC[C@@H]4[C@@]5(C)CC[C@H](OC(=O)C(Cl)Cl)C(C)(C)[C@@H]5CC[C@]43C)[C@@H]12
  -20*	-23*	-45*	-5.7*	15	-82*	-85*	16	-47*
(27) CC(=O)OC(CCc1ccc(Cl)cc1)c1ccccc1 (stereo not drawn)
  98	93	83	101	122	114	97	/	103
(28) CCOc1ccc(/C=N\N2CCCCCC2)cc1OCC
  97	/	/	86	108	104	106	98	83
(29) NC(=O)c1ccccc1O
  103	99&82	92	103&100	117&111	119&99	97	108&108	100&96
(30) O=C(Nc1ccc(NC(=O)c2cc(S(=O)(=O)NCCc3c[nH]c4ccccc34)c(O)c(O)c2O)cc1)c1cc(S(=O)(=O)NCCc2c[nH]c3ccccc23)c(O)c(O)c1O
  94	91	63	95	111	95	114	130	91
(31) O=C1CC(O)C(Cc2ccccc2)N1 (stereo not drawn)
  101	105	92	/	115	105	100	95	107
(32) CC1(C)CC(=O)C2=C(C1)N(c1ccc(OC(F)(F)F)cc1)C(N)=C(C#N)C2c1cccc(Br)c1 (stereo not drawn)
  81	66	66	86	89	81	91	85	74
(33) COc1ccc2c(c1)[nH]c(=O)c1c3cc(C)c(C)cc3cn21
  8.9*	-55*	-31*	-97*	-68*	-52*	31	-34*	-44*
(34) N#Cc1c(Oc2ccc(Cl)cc2)nc2sc3cc(Cl)c(Cl)cc3n2c1=O
  100	94	78	107	123	113	114	163	96
(35) CNC(=O)c1[nH]cc(-c2ccccc2)c1-c1ccccc1OC
  93	94	77	99	108	101	101	104	96
(36) CC(=O)Oc1ccccc1C(=O)Oc1ccc(/C=C/c2cc(OC(=O)c3ccccc3OC(C)=O)cc(OC(=O)c3ccccc3OC(C)=O)c2)cc1
  97	84	69	94	95	104	102	101	91
(37) N#C/C(=C\c1c(Cl)cncc1Cl)c1nc2ccccc2s1
  97	88	72	99	105	101	96	97	103
(38) O=C(O)CCCn1c(O)c(/C=C2/C=c3cc4c(cc3=NC2=O)OCCO4)sc1=S
  106	108	87	109	110	108	112	122	101
(39) CC(CO)c1ccccc1 (stereo not drawn)
  98	94	85	96	111	100	95	97	96
(40) CC(=O)OCC1O[C@@H](Oc2ccc3c(C)cc(=O)oc3c2C(C)=O)C(OC(C)=O)[C@@H](OC(C)=O)[C@H]1OC(C)=O (stereo partly drawn)
  107	115	80	93	119	98	107	102	106

Among those listed so far, these contain four or more nitrogen atoms.
The line under a structure holds: SF-539	PC-3	UO-31	U251	DU-145	SF-295	786-0	TK-10	SN12C
(2) C/C(=N\NC(N)=S)c1ccc(Nc2nc(SCCC(C)C)nc(-c3ccc(F)cc3)c2C#N)cc1
  101	110	90	112	110	98	106	102	104
(8) CCOC(=O)CCn1cnc(N)n1
  103	88	78	98	103	103	116	96	111
(13) Cc1nnsc1C(=O)Nc1ncnc2nc[nH]c12
  111	98	89	100	109	97	101	94	98
(14) Cc1nn2c(CCC(=O)c3nc4ccc([N+](=O)[O-])cc4[nH]3)nnc2s1
  99	106	90	104	105	100	101	81	115
(16) C/C(=N/NC(N)=S)c1sc(Nc2ccc(O)cc2)nc1C
  104	104	114	105	109	108	105	113	92
(22) Nc1nc2[nH]c(=O)c(=O)[nH]c2c(=O)[nH]1
  104	97	86	97	112	100	97	110	105
(24) Nc1nc(-c2ccc(Br)cc2)nn1-c1nc2ccccc2s1
  93	98	67	102	107	104	100	146	92
(25) COc1ccc(C2SCC(=O)N2c2nnc(Cn3cnnc3)o2)cc1 (stereo not drawn)
  100	94	82	96	113	113	103	132	94
(30) O=C(Nc1ccc(NC(=O)c2cc(S(=O)(=O)NCCc3c[nH]c4ccccc34)c(O)c(O)c2O)cc1)c1cc(S(=O)(=O)NCCc2c[nH]c3ccccc23)c(O)c(O)c1O
  94	91	63	95	111	95	114	130	91
